Compound activity as filed in PubChem.
Rv3671c protease = inhibitors of M. tuberculosis serine protease Rv3671c; P9WHR9; inhibition, % at 5.96 µM; hit rate 0.048% among 320,000; AID 2606; in the data active means inhibition above about 38%;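 further: extracellular domain of Rv3671c used as enzyme; 0% = enzyme with DMSO and 100% = no enzyme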
Yp Topo-I inh = blocks Yersinia pestis topoisomerase I activity | Y. pestis Topo-I cleavage product accumulation, plate reader | activity, % at 10 µM | hit rate 0.064% among 360,000 | AID 504884; in the data active means activity above about 50%, passing the limit was not always enough; further: inactives centre near 2
BH1578 lux ind = induces V. cholerae light production without autoinducers; activation, % at 18.7 µM; V. cholerae BH1578 lux reporter, luminescence, 6 h; hit rate 0.16% among 350,000; in the data active means activation mostly above about 9.7%, no sharp cut-off; further: not every result past the cut was called active; inactives centre near 0; reference of the scale not given here
MazEF act = activators of E. coli MazEF toxin-antitoxin RNase; FAM/BHQ RNA-DNA oligo cleavage fluorescence, 5 h; activation, % at 20 µM; hit rate 0.32% among 350,000; AID 504720; in the data active means activation above about 50%
3CLpro inhibitor = SARS-CoV 3CLpro protease inhibition. P0C6X7. AID 1706. hit rate 0.14% among 290,000. inhibition, % at 6 µM. recombinant SARS-CoV 3CLpro, quenched FRET peptide cleavage; in the data active means inhibition above about 12%
TcdB GH inh = inhibitors of Clostridioides difficile toxin B glycohydrolase; P18177; TcdB glycohydrolase enzymatic assay, plate reader; inhibition, % at 9.99 µM; hit rate 0.24% among 350,000; AID 652162; in the data active means inhibition above about 10%
CCHF vOTU inh = blocks the CCHF virus ovarian tumor domain protease. inhibition, % at 11.5 µM. AID 651958. CCHFV vOTU protease, Pep-AMC fluorescence. hit rate 0.55% among 370,000; in the data active means inhibition above about 30%; further: 0% = vehicle wells with enzyme and 100% = no enzyme wells
PrPC surface inh = inhibitors of human cell surface prion protein PrPC | TR-FRET read-out | hit rate 0.43% among 370,000 | inhibition, % at 13.8 µM | P04156; in the data active means inhibition above about 24%; further: 0% = median of the test wells and 100% = reference compound wells
DUSP3 inh = inhibitors of human VHR1 phosphatase (DUSP3); recombinant VHR phosphatase, pNPP absorbance; hit rate 0.52% among 290,000; inhibition, % at 13.3 µM; P51452; in the data active means inhibition above about 50%; further: some compounds called inactive have numbers as strong as hits
PriA SSB inh = K. pneumoniae PriA-SSBct interaction inhibition; inhibition, % at 33 µM; AlphaScreen SSBct-PriA binding, biotinylated peptide; hit rate 0.6% among 430,000; AID 1272365; in the data active means inhibition mostly above about 37%, no sharp cut-off; inactive means mostly below about 20%;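 further: plate controls were negative control peptide for no effect and reference peptide for full effect; strong numbers were not always called active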
Active calls of the source: *; i = inactive; . = not tested or not shown; & = joins results of further samples. Some of the compounds tested; count on the stated rates, not on these rows.

SMILES	Rv3671c protease	Yp Topo-I inh	BH1578 lux ind	MazEF act	3CLpro inhibitor	TcdB GH inh	CCHF vOTU inh	PrPC surface inh	DUSP3 inh	PriA SSB inh
CCn1nnnc1SCC(=O)Nc1ccc(OCc2ccccc2)cc1	-10	-9	i	-5	-3	.	3	-7	31	-6
Cc1ccc(NC(=O)COc2coc(CN3CCc4ccccc43)cc2=O)cc1Cl	6	11	i	-2	.	-0.6	-4	-6	.	1&-14
CCOC(=O)c1c(NC(=O)CN2C(=O)NC3(CCC(C)CC3)C2=O)sc(C(=O)N(C)C)c1C (stereo not given)	-3	-10	-1.1	-3	.	1.8	-6	3	.	-1
CN(C)CCNC(=O)c1cccc(-c2cnc3c(NC=O)cc(-c4cc(F)c(F)c(F)c4)cn23)c1	.	-22	i	.	.	0.0	-4	-16	.	.
Cn1c(SCc2nc(-c3ccc(Br)cc3)no2)nnc1-c1ccco1	-12	30	-0.3	-4	-2	.	1	-6	19	0
CSc1ccc(C(=O)C2CCCN(C(=O)Cc3nonc3C)C2)cc1 (stereo not given)	-3	-7	-0.4	-7	3	.	-9	4	22	6
CCCCNC(=S)Nc1ccc2nc3n(c(=O)c2c1)CCCCC3	5	2	-0.3	6	-4	3.0	7	13	-7	-3
O=c1cc2c(nn1Cc1ccccc1Cl)-c1ccccc1CC2	0	37	0.3	5	-6	.	19	4	-49	-8
O=[N+]([O-])c1ccc([N+](=O)[O-])c(Nc2ccc(N3CCOCC3)cc2)c1	-3	-5	i	5	3	1.0	3	-10	26	-14
CCc1ccc(S(=O)(=O)Nc2ccc(-c3ccc4nnc(C)n4n3)cc2)s1	-9	5	i	0	.	3.5	4	-9	.	-8
CC(C)CCNC(=O)C(C)N(C(=O)c1snc(C(N)=O)c1N)c1cnc2ccccc2c1 (stereo not given)	-6	14	0.1	7	6	0.9	-4	-4	-39	-3
O=[N+]([O-])c1cc(F)c(N2CCCCC2)cc1N1CCOCC1	-1	16	-0.4	3	3	.	-3	-6	28	26
COc1ccc(C=O)cc1C1=CC(=O)C[C@H](c2ccc(Cl)cc2)C1	-7	37	5.9	1	.	1.0	19	-3	.	-6
CC(C)(C)CN1CCNC(=O)C1CC(=O)N1CCOc2ccccc2C1 (stereo not given)	3	-5	i	-25	0	0.9	-5	7	13	-8
O=C(Nc1ccc2c(c1)[C@@H]1C[C@@H](CC(=O)N3CCCCC3)O[C@@H](CO)[C@@H]1O2)NC1CCCCC1	.	15	i	4	.	0.4	1	7	.	.
O=C(Cc1ccccc1)N(c1ccc(F)cc1)C1C=CS(=O)(=O)C1 (stereo not given)	1	0	i	-3	3	-1.4&-0.8	6	5	9	-15
CCCCCC(=O)Nc1nc(C)c(-c2csc(Nc3ccc(Cl)cc3)n2)s1	-4	-29	i	1	1	.	3	3	16	0
O=C(O)CC(NC(=O)OCc1ccccc1)c1ccccc1 (stereo not given)	5	3	i	-10	-1	.	-7	2	23	-16
CN(C)C(CNC(=O)CCS(=O)(=O)c1ccccc1)c1ccccc1 (stereo not given)	-6	-7	i	3	2	0.9	-18	-7	10	-5
O=Cc1cn(CCCOc2ccccc2)c2ccccc12	-5	19	-0.2	7	-2	1.5	1	7	3	-18
CC1CCN(c2ccc(NC(=S)NC(=O)c3ccc(-c4cccc([N+](=O)[O-])c4)o3)cc2)CC1	2	-2	-0.4	12	-3	.	4	1	-4	25
O=C(NCc1cccc(Cl)c1)N1CCN(S(=O)(=O)c2ccccc2F)CC1	-6	19	i	8	-6	0.6	-12	6	26	-8
CC1CC(C)CN(C(=O)COC(=O)CNC(=O)C23CC4CC(CC(C4)C2)C3)C1 (stereo not given)	10	-7	-1.9	6	.	4.9	2	-1	.	-10
CCOc1ccc(NC(=S)NC(=O)c2cccnc2)c([N+](=O)[O-])c1	2	-2	i	10	2	0.8	-7	-16	-1	-10
CCCc1cc(=O)oc2cc(C)cc(OC(C)C(=O)NCCN3CCOCC3)c12 (stereo not given)	-7	-4	-0.6	-9	2	1.4	-19	1	30	2

(continued)
SMILES	Rv3671c protease	Yp Topo-I inh	BH1578 lux ind	MazEF act	3CLpro inhibitor	TcdB GH inh	CCHF vOTU inh	PrPC surface inh	DUSP3 inh	PriA SSB inh
COc1ncccc1-c1cc2nc(NCCNC(C)=O)n(C)c(=O)c2s1	.	1	i	.	.	2.6	4	-29	.	.
COC(=O)C1CN(C(=O)C(C)Oc2cccc(C)c2C)c2ccccc2O1 (stereo not given)	0	35	-0.8	3	2	-1.6	9	2	.	-7
O=C(Nc1nnc(-c2ccc3c(c2)CCCC3)o1)C1CCCCC1	-8	2	-0.3	7	3	0.1	-3	-2	29	-6
O=C(CN1CCN(C/C=C/c2ccccc2)CC1)NCc1ccccc1	0	6	-0.2	2	4	-2.5	6	-4	21	2
O=C(COc1ccccc1[N+](=O)[O-])OCCCOC(=O)COc1ccccc1[N+](=O)[O-]	1	-3	-0.2	4	-5	1.1	3	-5	20	13
Cc1cccc(N2CCN(C(=O)Cn3nc(Cc4ccncc4)c4ccccc4c3=O)CC2)c1C	1	-4	-1.6	-14	-3	1.1	24	-9	.	-9
COc1ccc2c(CN3CCN(Cc4ccccc4)CC3)cc(=O)oc2c1	.	19	-3.7	1	.	-0.1	12	-8	.	.
COc1ccc(/C=C/C(=O)NC(=S)N2CCN(c3ccccc3OC)CC2)cc1	-2	5	-0.2	9	-8	0.0	2	3	-1	-14
c1ccc(Cn2nnnc2C(c2ccncc2)N2CCOCC2)cc1 (stereo not given)	7	-4	-7.1	-7	-1	-0.7	-14	-2	32	-26
Cc1cc(S(=O)(=O)NCc2ccccc2)ccc1OCC(=O)N1CCCC1	1	6	i	2	-2	0.3	-2	-5	18	-6
Cc1nnc(Oc2ccccc2)c2ccccc12	4	-3	-0.4	0	1	.	7	1	25	-14
CC(=O)c1ccn(S(=O)(=O)c2ccccc2)c1	10	0	0.7	0	1	-0.6	-3	-2	-7	-5
COCCN(C(=O)COC(=O)CSc1cc(C)ccc1C)c1c(N)n(Cc2ccccc2)c(=O)[nH]c1=O	.	25	i	7	.	0.5	4	6	.	.
Clc1ccccc1-c1nc(-c2ccccc2)n[nH]1	-8	7	i	-2	3	.	-2	1	3	-2
CCOc1ccc(NC(=O)c2cc(SC)ccc2Cl)cc1	-2	11	-0.5	5	4	.	10	-1	-5	-8
Cc1noc(C)c1C(=O)OC(C)C(=O)Nc1ccc([N+](=O)[O-])cc1C(F)(F)F (stereo not given)	.	0	-1.1	7	.	0.3	-9	-7	.	.
COc1cccc(/C=C/C(=O)OCC(=O)c2c[nH]c3ccccc23)c1OC	-4	1	i	22	0	1.3	-12	-2	-6	-2
CC(C)(C)NS(=O)(=O)c1ccc(CCC(=O)Nc2cc(Cl)ccc2Oc2ccccc2)cc1	-41	20	i	0	8	.	12	8	34	-24
COc1ccccc1-n1c(CNC(=O)c2ccco2)nnc1SCC(=O)Nc1ccc(F)cc1	6	-3	7.1	-2	2	.	8	-2	3	-10
COc1ccc(NC(=O)c2ccc(NS(=O)(=O)c3cccc4cccnc34)cc2)cc1	-12	8	-7.7	-2	2	0.9	11	5	.	4
Cc1ccc(C)c(SCC(=O)Nc2cccc(S(=O)(=O)NC3=NCCCCC3)c2)c1	2	-2	0.0	-1	5	.	0	2	-1	-7
C=CCN(c1ccc(F)cc1)S(=O)(=O)c1cc(C(=O)OCC(=O)N(C)C2CCS(=O)(=O)C2)ccc1Cl (stereo not given)	2	22	-0.3	-16	4	1.1	-7	-2	-3	2
N#C/C(C(=O)N1CCCCC1)=C1\Nc2ccccc2S1	3	-5	i	5	2	.	17	1	-9	.
O=S(=O)(Nc1ccncc1Cl)c1ccc2ccccc2c1	0	-4	-1.4	-2	5	-2.5	7	6	7	-3
COc1cccc(C(O)c2ncc(-c3ccccc3)[nH]2)c1 (stereo not given)	.	4	i	.	.	1.9	-5	-3	.	.

Limited to DUSP3 inh, 3CLpro inhibitor and CCHF vOTU inh, for 2 of the compounds above:
mol,DUSP3 inh,3CLpro inhibitor,CCHF vOTU inh
O=C(Nc1nnc(-c2ccc3c(c2)CCCC3)o1)C1CCCCC1,29,3,-3
O=C(CN1CCN(C/C=C/c2ccccc2)CC1)NCc1ccccc1,21,4,6

The main list resumes, starting four compounds before the break.
SMILES	Rv3671c protease	Yp Topo-I inh	BH1578 lux ind	MazEF act	3CLpro inhibitor	TcdB GH inh	CCHF vOTU inh	PrPC surface inh	DUSP3 inh	PriA SSB inh
C=CCN(c1ccc(F)cc1)S(=O)(=O)c1cc(C(=O)OCC(=O)N(C)C2CCS(=O)(=O)C2)ccc1Cl (stereo not given)	2	22	-0.3	-16	4	1.1	-7	-2	-3	2
N#C/C(C(=O)N1CCCCC1)=C1\Nc2ccccc2S1	3	-5	i	5	2	.	17	1	-9	.
O=S(=O)(Nc1ccncc1Cl)c1ccc2ccccc2c1	0	-4	-1.4	-2	5	-2.5	7	6	7	-3
COc1cccc(C(O)c2ncc(-c3ccccc3)[nH]2)c1 (stereo not given)	.	4	i	.	.	1.9	-5	-3	.	.
COc1ccccc1OCCOc1ccccc1/C=N/n1cnnc1	-4	20	-2.1	-7	2	.	6	3	-12	.
Cc1ccc(Cl)cc1NC(=O)COC(=O)CC1CC2CCC1C2 (stereo not given)	-5	15	i	-5	4	.	9	3	16	-53
CCN(CCCNC(=O)CCCCn1c(=O)[nH]c2ccccc2c1=O)c1ccccc1	-3	22	-0.6	2	-3	.	-3	1	48	6
C[C@]12CC[C@H](O)C[C@H]1CC[C@@H]1C2CC[C@]2(C)[C@@H](C3=CC(=O)OC3)[C@@H](O)C[C@]12O (stereo not given in full)	-1	3	-0.6	0	.	0.0	7	-3	.	1
COc1cccc([C@@]2(O)CCCC[C@@H]2CN(C)C)c1	-7&0	-2	-0.3	11	-1&2	3.0	-4	9	26&-4	0
COc1ccc(C2CC3(O)CC(C#N)(C(=O)N3)C2(C#N)C#N)cc1 (stereo not given)	3	3	-0.4	0	1	-0.3	-9	1	22	-7
CCNC(=O)CC1C(=O)N(CC)C(=S)N1NC(=O)c1ccc(Cl)cc1 (stereo not given)	1	-1	3.8	-3	-1	.	10	-3	-7	-10
Cc1ccc(-n2c(=S)[nH]c3sc4c(c3c2=O)CCc2ccccc2-4)cc1	-11	-8	i	-5	0	0.6	0	-5	14	-13
O=C(NCC1CCCO1)C1CCN(S(=O)(=O)c2ccc(Br)cc2)CC1 (stereo not given)	-2	3	i	4	-14	2.1	1	6	18	-13
O=C(NCCCN1CCOCC1)c1ccc2c(c1)N(Cc1ccccc1)CCS2	-25	-12	-0.8	1	4	1.6	-151	-9	34	3
COC(=O)C1=C(c2ccc(OC)c(OC)c2)C[C@@H]2CC[C@H]1N2C(=O)NC1CCCCC1	0	7	-0.8	4	.	-0.6	-6	2	.	-3
O=Cc1ccc2oc3nc4n(c(=O)c3c(=O)c2c1)CCCS4	6	-6	-0.5	2	-4	.	12	1	29	-12
Cc1noc(C)c1NC(=O)Nc1ccc2c(c1)C(=O)N([C@H](C)CO)C[C@H](C)[C@@H](CN(C)C(=O)Nc1ccccc1)O2	1	2	-1.0	3	.	2.4	-2	-4	.	-6
CC(=O)N1c2ccc(S(=O)(=O)N3CCCC3)cc2CC1C(=O)NCc1cccc(F)c1 (stereo not given)	-2	-2	-0.6	7	-1	0.3	2	-1	10	-8
CCN(c1ccccc1)S(=O)(=O)c1ccc(C(=O)NCCCN2CCOCC2)cc1	12	-1	i	4	.	1.0	0	1	.	2
COc1cc(S(=O)(=O)N(Cc2cccnc2)Cc2ccco2)ccc1-n1cnnn1	4	-2	-0.9	-2	-7	0.1	-7	3	29	-9
COc1ccc(-c2ccc(NS(=O)(=O)c3cc([N+](=O)[O-])c(C)c([N+](=O)[O-])c3)cc2)nn1	-2	6	i	0	5	3.7	11	-6	-9	-10&15
O=C(Nc1ccccc1C(=O)O)c1ccc2ccccc2n1	-5	-11	i	-20	2	.	7	-10	7	-15
